Screening data deposited in PubChem BioAssay by several laboratories.
TRPC6 act = mouse TRPC6 channel activation; HEK293-TRPC6 membrane potential dye fluorescence; active compounds read high; Q61143; B-score at 10 µM; actives 0.13% (n = 310,000);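 active means B-score of the integrated fluorescence ratio above library mean plus 3 SD, and starting fluorescence ratio within library mean plus 5 SD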;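 further: higher score means more depolarization so channel activation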
SKKanGAS inh = inhibitors of SKKanGAS S. pyogenes growth in kanamycin (SK-promoter or general growth effect); BacTiter-Glo, 6 h; actives 1.3% (n = 300,000); AID 1662; inhibition, % at 7.5 µM;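 active means mean replicate score, as percent of positive control median, at least 50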;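 further: strain carries kanamycin resistance gene driven by streptokinase promoter and grows in 40 µg/ml kanamycin; loss of luminescence reflects streptokinase promoter inhibition or plain growth inhibition; 0% = median of DMSO wells and 100% = positive control at its reference dose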
TRPC6 inh = inhibitors of mouse TRPC6 channel. HEK293-TRPC6, membrane potential dye, ACh-evoked depolarization; active compounds read low. B-score at 10 µM. actives 1.1% (n = 310,000);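 active means B-score under library mean minus 3 SD, initial fluorescence not abnormally high, positive integrated signal ratio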;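 further: B-score derived from integrated fluorescence ratio over the kinetic read; more negative B-score means stronger inhibition of depolarization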
TRPC4 potent = allosteric potentiators of mouse TRPC4 channel | Q9QUQ5 | AID 2227 | B-score at 10 µM | actives 0.42% (n = 310,000) | HEK293 TRPC4beta/mu-opioid, DAMGO EC20, Fluo-4 Ca2+ flux; active compounds read high;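 active means B-score of calcium response area above 5 SD of library B-scores, with initial fluorescence ratio within 5 SD of library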;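 further: B-score of integrated fluorescence ratio over time as area under calcium response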
Target sequence (Q9QUQ5 whole entry, looked up): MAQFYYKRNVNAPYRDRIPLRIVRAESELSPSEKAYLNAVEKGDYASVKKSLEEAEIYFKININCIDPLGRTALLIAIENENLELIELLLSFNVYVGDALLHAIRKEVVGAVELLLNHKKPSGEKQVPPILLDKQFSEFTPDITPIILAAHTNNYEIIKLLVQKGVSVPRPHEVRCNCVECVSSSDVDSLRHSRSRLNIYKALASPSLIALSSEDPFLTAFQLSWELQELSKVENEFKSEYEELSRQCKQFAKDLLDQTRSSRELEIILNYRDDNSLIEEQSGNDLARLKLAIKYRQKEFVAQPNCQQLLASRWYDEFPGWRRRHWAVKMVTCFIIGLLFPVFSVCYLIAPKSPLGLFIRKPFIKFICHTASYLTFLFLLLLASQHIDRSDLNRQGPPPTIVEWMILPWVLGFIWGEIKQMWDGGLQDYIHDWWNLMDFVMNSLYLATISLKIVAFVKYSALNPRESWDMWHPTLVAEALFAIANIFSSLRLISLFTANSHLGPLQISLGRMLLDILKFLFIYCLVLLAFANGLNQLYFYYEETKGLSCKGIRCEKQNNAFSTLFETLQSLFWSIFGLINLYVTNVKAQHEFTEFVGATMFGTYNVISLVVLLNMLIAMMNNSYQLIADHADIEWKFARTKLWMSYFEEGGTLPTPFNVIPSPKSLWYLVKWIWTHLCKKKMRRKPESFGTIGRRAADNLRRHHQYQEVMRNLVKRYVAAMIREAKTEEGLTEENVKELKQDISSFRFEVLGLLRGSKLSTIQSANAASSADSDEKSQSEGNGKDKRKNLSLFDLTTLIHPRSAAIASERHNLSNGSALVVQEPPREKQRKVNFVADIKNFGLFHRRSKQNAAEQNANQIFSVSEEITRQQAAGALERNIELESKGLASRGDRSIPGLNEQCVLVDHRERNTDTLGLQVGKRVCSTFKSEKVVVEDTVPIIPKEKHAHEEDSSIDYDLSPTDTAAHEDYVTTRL
MrgX1 antagonist = antagonists of human MrgX1 receptor; MRGX1-HEK293 calcium flux, Fluo-4, BAM8-22 antagonism; active compounds read low; actives 1.3% (n = 310,000); B-score at 10 µM; Q96LB2;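 active means calcium-response B-score plate-corrected more than 3 library SD below zero, starting fluorescence within 5 deviations, no agonist response on first addition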;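 further: peak minus trough fluorescence over baseline after final BAM8-22 challenge near maximal dose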
MrgX1 agonist = agonists of human MrgX1 receptor | Q96LB2 | MrgX1-HEK293 cells, Fluo-4 calcium fluorescence, agonist mode; active compounds read high | B-score at 10 µM | actives 0.44% (n = 310,000) | AID 588627;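 active means calcium response B-score plate-corrected fluorescence ratio at least 3 library SD, with starting fluorescence B-score inside 5 SD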
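System: HEK293 cells stably expressing human MrgX1 receptor; Dosing: test compound in the initial addition of three; Schedule: overnight plating, then 30 min 37 °C plus 30 min room-temperature dye loading; Detection: kinetic calcium dye fluorescence, Fluo-4 NW; Controls: per-plate positive and negative controls for Z′ factor.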
TRPC4 agonist = TRPC4 (mouse) channel activation; Q9QUQ5; HEK293 TRPC4beta/mu-opioid, Fluo4 calcium fluorescence; active compounds read high; B-score at 10 µM; actives 0.49% (n = 310,000); AID 2237;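 active means B-score above 5 SD of library B-scores, and initial fluorescence ratio not above library mean plus 5 SD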;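 further: positive B-score marks a calcium rise read as TRPC4 activation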
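system = HEK293 cells stably co-expressing mouse TRPC4beta and mu-opioid receptor | schedule = Fluo4 dye loading 45 min at room temperature, 110 s recording | measure = B-scored integrated calcium fluorescence ratio | signal = Fluo4 calcium-sensitive dye fluorescence, kinetic, 1 Hz baseline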
TMEM16A inh = blocks the mouse calcium-activated chloride channel TMEM16A. HEK293 TMEM16A/YFP iodide influx fluorescence, ionomycin. Q8BHY3. normalized B-score (activity score, 25-100; higher = stronger inhibition) at 10 µM. AID 588511. actives 1.2% (n = 310,000);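 active means ratio plate-corrected score three or more library SD toward inhibition, starting fluorescence score within five deviations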;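 further: score derived from kinetic fluorescence span divided by baseline fluorescence per well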
TRPC4 inh = inhibitors of mouse TRPC4 channel; HEK293 TRPC4beta/mu-opioid, DAMGO-evoked Fluo4 calcium flux; active compounds read low; B-score at 10 µM; actives 0.39% (n = 300,000); AID 2247;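 active means B-score over 3 SD under the library average, no early fluorescence shift, positive overall ratio signal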
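test system = HEK293 cells with stable TRPC4beta plus mu-opioid receptor expression | detection = Fluo4 Ca2+ flux fluorescence | read-out = integrated fluorescence ratio relative to baseline, converted to per-well B score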
MrgX1 PAM = human MrgX1 positive allosteric modulation, primary screen | MrgX1-HEK293, Fluo-4 calcium flux, FDSS; active compounds read high | B-score at 10 µM | AID 588675 | actives 0.63% (n = 310,000) | Q96LB2;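 active means plate-corrected calcium response at least 3 library SD above typical, normal starting fluorescence, not activating the receptor alone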;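 further: compound read alongside a low EC10 to EC30 dose of BAM8-22 agonist; peak minus trough fluorescence over baseline measured at the second addition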
ANO1 activ = activates or potentiates the mouse TMEM16A chloride channel | Q8BHY3 | HEK293 TMEM16A/YFP-H148Q/I152L, iodide quench fluorescence; active compounds read low | B-score at 10 µM | actives 0.3% (n = 340,000);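 active means fluorescence-ratio B-score plate-corrected deviation score at least 3 library SD below zero, with starting fluorescence score within 5 deviations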;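 further: channel opened by trigger with iodide after compound preincubation; score built on the fluorescence ratio of max minus min over baseline; more negative score means more quench and so TMEM16A activation or potentiation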
The depositor's hits bear a star; i = inactive; . = not tested or not shown.

SMILES | TRPC6 act | SKKanGAS inh | TRPC6 inh | TRPC4 potent | MrgX1 antagonist | MrgX1 agonist | TRPC4 agonist | TMEM16A inh | TRPC4 inh | MrgX1 PAM | ANO1 activ
COc1cccc(C(C(=O)NCc2ccco2)N(Cc2ccco2)C(=O)Cn2nnc3ccccc32)c1 (configuration not stated) | i | -3 | i | i | i | i | i | i | . | i | i
Brc1ccc(-c2nnc(-c3ccccc3)c(N3CCSCC3)n2)cc1 | i | 9 | i | i | i | i | i | i | i | i | i
Cc1ccc2c(Cl)cc(Cl)c(OCC(=O)NC3CCS(=O)(=O)C3)c2n1 (configuration not stated) | i | 35 | i | i | i | i | i | i | i | i | i
CCCOc1ccc2oc(=O)c3c(c2c1)CCCN3C(=O)CN1CCCC(C(=O)OCC)C1 (configuration not stated) | i | 0 | i | i | i | i | i | i | i | i | i
c1ccc(CSc2nnc3ccc(-c4cccs4)nn23)nc1 | i | -3 | i | i | i | i | i | i | i | i | i
Cc1cccnc1NC(=O)c1ccc(OCc2c(C)noc2C)cc1 | i | -4 | i | i | i | i | i | i | i | i | i
Cc1cn(-c2cc(NC(=O)c3ccc(C)c(NC(=O)c4cccc(-c5cn[nH]c(=O)c5)c4)c3)cc(C(F)(F)F)c2)cn1 | i | 24 | i | i | i | i | i | i | i | i | i
O=C(Nc1cccnc1)Nc1cccc([N+](=O)[O-])c1 | i | -4 | i | i | -5.2* | i | i | i | i | i | i
Cc1[nH]c(C)c(S(=O)(=O)N(Cc2ccccc2)C(C)C)c1C(=O)N1CCCC1 | i | 1 | i | i | i | i | i | i | i | i | i
CSCC[C@H](NC(=O)OC(C)(C)C)C(=O)N/N=C/c1c(C)[nH]c(=O)[nH]c1=O | i | -7 | i | i | i | i | i | i | i | i | i
COc1ccc(/C(C)=N/NC(=O)C2C3CCCCC32)c(OC)c1 (configuration not stated) | i | -3 | i | i | i | i | i | i | i | i | i
CCOC(=O)c1cc(NC(=O)c2ccc(Cl)cc2)c(=O)oc1-c1ccccc1 | i | 3 | i | i | i | i | i | i | i | i | i
COc1cccc(CN2CCN(Cc3ccc(O)c(OC)c3)CC2CCO)c1 (configuration not stated) | i | -11 | i | i | i | i | i | i | i | i | i
O=S(=O)(c1ccc(Br)c2ccccc12)N1CCOCC1 | i | -5 | i | i | i | i | i | i | i | i | i
O=C(CCc1ccccc1)NC(=S)Nc1ccc2c(c1)C(=O)OC2 | i | 4 | i | i | i | i | i | i | . | i | i
OC(CSc1c(Cl)cccc1Cl)CN1CCN(c2ccc(F)cc2)CC1 (configuration not stated) | i | -5 | i | i | i | i | i | i | i | i | i
Cn1nnnc1P(=O)(c1ccccc1)c1ccccc1 | i | 18 | i | i | i | i | i | i | i | i | i
Cn1c(=O)c2sccc2n2c(CCCC(=O)N3CCCCC3)nnc12 | i | -3 | i | i | i | i | i | i | i | i | i
CCCCC(=O)c1ccc(O)cc1 | i | 2 | i | i | i | i | i | i | i | i | i
COC(=O)c1ccc(N=CC2=C(O)CC(c3ccccc3)CC2=O)cc1 (configuration not stated) | i | -3 | i | i | i | i | i | i | i | i | i
Cc1cc(C)nc(NNC2=CC(=O)CC(C)(C)C2)n1 | i | -1 | i | i | i | i | i | i | i | i | i
COc1ccccc1-c1cc(C(=O)NCc2ccccc2)no1 | i | -22 | i | i | i | i | i | i | i | i | i
O=C(COc1ccccc1N1C(=O)c2ccccc2C1=O)c1ccc(Cl)cc1 | i | 1 | i | i | i | i | i | i | i | i | i
COc1ccccc1N1CCN(C(=O)CN(Cc2ccc(Cl)cc2)S(C)(=O)=O)CC1 | i | 0 | i | i | i | i | i | i | i | i | i
COc1ccccc1NC(=S)N(CCc1c(C)[nH]c2ccccc12)Cc1cccs1 | i | 40 | i | i | i | i | i | i | i | i | i

Structures shown so far with fluorine, in the order listed:
SMILES | TRPC6 act | SKKanGAS inh | TRPC6 inh | TRPC4 potent | MrgX1 antagonist | MrgX1 agonist | TRPC4 agonist | TMEM16A inh | TRPC4 inh | MrgX1 PAM | ANO1 activ
Cc1cn(-c2cc(NC(=O)c3ccc(C)c(NC(=O)c4cccc(-c5cn[nH]c(=O)c5)c4)c3)cc(C(F)(F)F)c2)cn1 | i | 24 | i | i | i | i | i | i | i | i | i
OC(CSc1c(Cl)cccc1Cl)CN1CCN(c2ccc(F)cc2)CC1 (configuration not stated) | i | -5 | i | i | i | i | i | i | i | i | i

Going on with the list:
SMILES | TRPC6 act | SKKanGAS inh | TRPC6 inh | TRPC4 potent | MrgX1 antagonist | MrgX1 agonist | TRPC4 agonist | TMEM16A inh | TRPC4 inh | MrgX1 PAM | ANO1 activ
CN(C)CCCN(C(=O)c1ccc(S(=O)(=O)N(C)Cc2ccccc2)cc1)c1nc2cc3c(cc2s1)OCO3 | i | 5 | i | i | i | i | 48* | i | i | i | i
O=C(NC1CC1)c1ccc(CSCc2ccccc2Cl)o1 | i | 0 | i | i | i | i | i | i | i | i | i
O=C(Nc1ccc2c(c1)Cc1ccccc1-2)c1cccnc1 | i | -3 | i | i | i | i | i | i | i | i | i
O=C(Cc1ccccc1)Nc1nnc(-c2cccs2)s1 | i | -9 | i | i | i | i | i | i | i | i | i
COC(=O)c1cc(NC(=O)c2cc(C(C)(C)C)nn2Cc2ccc(F)cc2)ccc1N1CCOCC1 | i | 15 | i | i | i | i | i | i | i | i | i
O=C(CN1C2CCCC1CC(NC(=O)c1ccccc1)C2)Nc1ccccc1C(F)(F)F (configuration not stated) | i | 0 | i | i | i | i | i | i | i | i | i
CCOC(=O)c1c(C)nn(-c2ccc(NC(=O)c3c(C)noc3C)cc2)c1C | i | 5 | i | i | i | i | i | i | i | i | i
C/C(=N/NC(=O)c1ccncc1)c1ccccc1 | i | 4 | i | i | i | i | i | i | i | i | i
Cc1ccc(CNS(=O)(=O)c2ccc3c(c2)NC(=O)C(C)S3)cc1 (configuration not stated) | i | -3 | i | i | i | i | i | i | i | i | i
CCCCN(c1ccccc1)S(=O)(=O)c1cccc2cccnc12 | i | 1 | i | i | i | i | i | i | i | i | i
Cc1cccc(Nc2nc(N)c([N+](=O)[O-])c(N3CC(C)CC(C)C3)n2)c1 (configuration not stated) | i | 24 | i | i | i | i | i | i | i | i | i
O=C(Nc1cccnc1)c1ccc(-c2ccc(Cl)cc2)o1 | i | 1 | i | i | i | i | i | i | i | i | i
O=C(c1ccc(F)cc1)N1CCC(C(=O)N2CCN(Cc3ccc4c(c3)OCO4)CC2)CC1 | i | -4 | i | i | i | i | i | i | i | i | i
CC(C)(C)[C@H]1C=C(C(=O)NCc2nc3ccccc3[nH]2)O[C@@H](OCCCCO)C1 | i | 5 | i | i | i | i | i | i | i | i | i
CCOc1ccccc1C(=O)NC(C(=O)Nc1ccccc1N1CCOCC1)C(C)C (configuration not stated) | i | -2 | i | i | i | i | i | i | i | i | i
O=C(NC(N1CCOCC1)C(Cl)(Cl)Cl)c1ccc(Br)cc1 (configuration not stated) | i | -18 | i | i | i | i | i | i | i | i | i
Cc1ccc(C(=O)N2CC=C(c3ccccc3)CC2)o1 | i | -3 | i | i | i | i | i | i | i | i | i
O=C(CSc1nnc2c(n1)[nH]c1ccccc12)NC1CCCCC1 | i | -2 | i | i | i | i | i | i | i | i | i
CCOC(=O)c1sc(NC(=O)CSc2nnc(Cc3ccccc3)o2)c(C#N)c1C | i | 48 | i | i | i | i | i | i | i | i | i
O=C(CSc1nnc(NC(=O)c2ccco2)s1)Nc1ccccc1Br | i | 36 | i | i | i | i | i | i | i | i | i
CCOC(=O)NC(=O)COC(=O)c1cccc2ccccc12 | i | 4 | i | i | i | i | i | i | i | i | i
Cc1ccccc1N(C(=O)c1ccccn1)C(C(=O)NCc1ccccc1)c1cccnc1 (configuration not stated) | i | 0 | i | i | i | i | i | i | i | i | i
Cc1ccc(CCN2C(=O)CCC2(C)C(=O)NC2CCCC2)cc1 (configuration not stated) | . | . | . | . | i | i | . | i | . | i | i
CC1CCCN(c2cc3c(cc2[N+](=O)[O-])C(=O)N(c2ccccc2)C3=O)C1 (configuration not stated) | i | -3 | i | i | i | i | i | i | i | i | i
CC(/C=C/C1(O)C(C)CC(O)CC1(C)C)OC1OC(CO)C(O)C(O)C1O (configuration not stated) | i | -1 | i | i | i | i | i | i | i | i | i

(list continues)
SMILES | TRPC6 act | SKKanGAS inh | TRPC6 inh | TRPC4 potent | MrgX1 antagonist | MrgX1 agonist | TRPC4 agonist | TMEM16A inh | TRPC4 inh | MrgX1 PAM | ANO1 activ
CCOc1ccc(OCC)c(NC(=O)CCS(=O)(=O)c2ccc(C)cc2)c1 | i | -3 | i | i | i | i | i | i | i | i | i
COc1ccc2[nH]cc(CC(=O)O)c2c1 | . | . | . | . | i | i | . | i | . | i | i
O=C(Nc1ccccc1C(=O)NCCN1CCOCC1)c1ccc(Cl)cc1Cl | i | 5 | i | i | i | i | i | i | i | i | i
CN(C)C(CNC(=O)c1ccc(S(=O)(=O)N(C)C)cc1)Cc1ccccc1 (configuration not stated) | i | -3 | i | i | i | i | 74* | i | i | i | i
CC(=O)c1ccc(NC(=O)C(C)OC(=O)C2CCN(c3ccc(C(F)(F)F)cn3)CC2)cc1 (configuration not stated) | i | 9 | i | i | i | i | i | i | i | i | i
COC(=O)c1ccc(COC(=O)C23CC4CC(CC(O)(C4)C2)C3)o1 | i | -12 | i | i | i | i | i | i | i | i | i
Cc1ccc(NC(=O)COC(=O)Cc2ccsc2)c(C)c1 | i | 0 | i | i | i | i | i | i | i | i | i
CCN(CC)c1c([N+](=O)[O-])c(=O)sc2ccccc12 | i | -8 | i | i | i | i | i | i | i | i | i
CN1C(=O)c2ccccc2C(O)c2ccccc21 (configuration not stated) | i | 2 | i | i | i | i | i | i | i | i | i
CC1CN(C(=O)CCC(=O)NC2CCN(Cc3ccccc3)CC2)c2ccccc2O1 (configuration not stated) | i | 2 | i | i | i | i | i | i | i | i | i
CC/C(C)=N/Nc1nc2sc3c(c2c(=O)[nH]1)CC(C)(C)OC3 | i | 1 | i | i | i | i | i | i | i | i | i
CCOCCCNC(=O)CN1CCN(Cc2ccccc2C)C1=O | i | -2 | i | i | i | i | i | i | i | i | i
CN/N=C/c1ccc(C#N)cc1 | i | -2 | i | i | i | i | i | i | i | i | i
